AP ELISA ortho: alternative complement pathway inhibitors, primary screen, biochemical, ELISA, human serum, orthogonally pooled compounds | 0.08% of 62,000 active | LPS-coated ELISA, C3 deposition; tested in compound mixtures | inhibition, % at 5 µM | AID 1235, 2008;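 active = inhibition above 30% in each of the two pooled mixtures holding the compound, so the lower value exceeds 30%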;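 note: 0% = serum in Mg-EGTA without compound and 100% = EDTA serum blank; some compounds past the cut are filed as inactive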
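Assay system: human serum alternative complement pathway, C3 deposition on LPS-coated wells; Dosing: 5 µM per compound in ten-compound mixtures; Detection: Anti-C3 ELISA, OD 450 nm; Buffer or medium: Mg2+-EGTA GVB++ buffer containing human serum at 1:15 dilution; Timing: 1 h at 37 °C; Replication: two different pools per compound.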
FXIa mix inh: FXIa protease inhibitors in compound pools, primary screen, biochemical, 10-compound mixtures; Coagulation factor XI (Homo sapiens), P03951; purified FXIa, fluorogenic substrate, pooled mixtures; inhibition, % at 5 µM; 0.19% of 62,000 active; AID 680, 2007;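 note: each value is inhibition by a whole ten-compound pool holding the compound; 0% = enzyme with no mixture and 100% = wells lacking enzyme; strong numbers were not always called active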
C1s block: complement C1s protease inhibitors, primary screen, biochemical, 10-compound mixtures. Complement C1s subcomponent (Homo sapiens), P09871. purified C1s, fluorogenic AMC substrate, pooled mixtures. mean inhibition % of two 10-compound mixtures (stronger effect = higher value), % at 5 µM (by protocol). 0.16% of 62,000 active. AID 538, 2006;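 active = inhibition above 20% in each of the two 10-compound mixture wells holding the compound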;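 note: 0% = enzyme wells lacking compound mixture and 100% = no-enzyme blank wells; some compounds called inactive have numbers as strong as hits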
Target sequence (P09871 16-437 limits assumed): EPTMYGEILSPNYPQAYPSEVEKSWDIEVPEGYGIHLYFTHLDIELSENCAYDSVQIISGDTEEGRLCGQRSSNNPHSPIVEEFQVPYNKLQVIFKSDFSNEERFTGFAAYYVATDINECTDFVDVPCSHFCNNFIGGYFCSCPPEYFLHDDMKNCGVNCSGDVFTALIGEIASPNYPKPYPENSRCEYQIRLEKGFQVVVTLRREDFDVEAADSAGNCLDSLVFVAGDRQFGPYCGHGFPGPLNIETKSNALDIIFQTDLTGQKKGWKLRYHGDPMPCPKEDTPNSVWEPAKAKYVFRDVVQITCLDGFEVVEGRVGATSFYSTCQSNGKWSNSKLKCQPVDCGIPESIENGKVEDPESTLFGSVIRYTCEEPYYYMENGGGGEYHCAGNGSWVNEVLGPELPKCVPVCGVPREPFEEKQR
Target sequence (P09871 438-688 limits assumed): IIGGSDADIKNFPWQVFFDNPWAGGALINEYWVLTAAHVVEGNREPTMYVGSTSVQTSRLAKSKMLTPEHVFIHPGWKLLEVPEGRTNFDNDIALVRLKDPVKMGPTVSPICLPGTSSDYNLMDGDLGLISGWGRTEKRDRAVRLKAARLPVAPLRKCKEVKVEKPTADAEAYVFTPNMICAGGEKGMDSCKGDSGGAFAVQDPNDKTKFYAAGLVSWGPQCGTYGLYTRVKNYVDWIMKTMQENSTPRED
CatB mixtures: cathepsin B inhibitors from pooled compounds, primary screen, biochemical, compound mixtures, AMC fluorescence; P07858; Purified cathepsin B, AMC dipeptide fluorescence; inhibition, %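 (ten-compound pools at 5 µM per compound and 50 µM total)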; 0.06% of 62,000 active; AID 488, 2006; in the data active = inhibition above about 22%, passing the limit was not always enough;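 note: 0% = enzyme without compound and 100% = no enzyme blank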
FXIIa mix inh: human factor XIIa inhibitors, primary screen, biochemical, pooled compound mixtures, fluorogenic substrate; Coagulation factor XII (Homo sapiens), P00748; purified FXIIa; inhibition, % at 5 µM; 0.2% of 62,000 active;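 note: 0% = enzyme without compound and 100% = no enzyme blank; some results filed as inactive read as strong as hits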
CatB inh: human cathepsin B inhibitors, primary screen, biochemical, fluorogenic substrate. P07858. purified cathepsin B, fluorescence. inhibition, %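 (tested at 10 µM)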. 0.1% of 63,000 active; in the data active = inhibition above about 21%;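 note: 0% = enzyme with no compound and 100% = no enzyme blank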
CatS inh: inhibitors of human cathepsin S, biochemical, compound mixtures | P25774 | inhibition, %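 (tested at 5 µM per compound within 10-compound mixtures)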 | 0.06% of 62,000 active | recombinant cathepsin S, AMC dipeptide fluorescence, pooled mixtures | AID 501, 2006; in the data active = inhibition above about 32%, passing the limit was not always enough;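 note: 0% = enzyme without compound and 100% = blank without enzyme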
Target sequence (P25774 115-331 limits assumed): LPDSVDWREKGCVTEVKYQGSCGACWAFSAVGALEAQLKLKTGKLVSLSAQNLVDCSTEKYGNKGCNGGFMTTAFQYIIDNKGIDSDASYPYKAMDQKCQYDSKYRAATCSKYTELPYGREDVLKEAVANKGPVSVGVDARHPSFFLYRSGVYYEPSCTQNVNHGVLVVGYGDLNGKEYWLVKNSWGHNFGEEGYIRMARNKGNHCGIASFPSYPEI
CatL block: inhibitors of human cathepsin L, biochemical; 0.17% of 58,000 active; purified cathepsin L, fluorogenic substrate, fluorescence; inhibition, %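 (tested at 10 µM)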; AID 460, 2006; Procathepsin L (Homo sapiens), P07711; in the data active = inhibition above about 45%;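 note: 0% = enzyme with no compound and 100% = no enzyme blank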
Cathepsin G inh: human cathepsin G inhibitors, primary screen, biochemical, pooled compound mixtures, AMC fluorescence; P08311; purified enzyme, AMC-tetrapeptide fluorescence; inhibition, % at 5 µM (by protocol); 0.2% of 62,000 active; AID 581, 2007;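 active = inhibition above 20% in each of the two mixture wells holding the compound; inactive = inhibition of 20% or less in either well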;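 note: 0% = enzyme control without mixture and 100% = blank lacking enzyme; strong numbers were not always called active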
Numbers without * were called inactive; · = no result given. Cut-off read from the data, not from the text of the source, unless noted: active = inhibition above about 20% (passing the limit was not always enough); inactive = the rest.

SMILES | AP ELISA ortho | FXIa mix inh | C1s block | CatB mixtures | FXIIa mix inh | CatB inh | CatS inh | CatL block | Cathepsin G inh
O=C1C2CC=C(Cl)CC2C(=O)N1CNc1ccccn1 (centres undefined) | 3 | 10 | 22 | 1 | 13 | 3 | 4 | -2 | 13
CC(=O)OCCNc1cc(N2CCN(C)CC2)c2noc3c2c1C(=O)c1ccccc1-3 | 7 | 7 | -8 | 2 | -13 | -1 | 15 | 11 | 1
O=C(Sc1nnc(-c2ccccc2)o1)N1c2ccccc2Sc2ccccc21 | 11 | 6 | 6 | 2 | 4 | 3 | -3 | · | 8
N=c1c(C(=O)NCc2ccco2)cc2c(=O)n3ccccc3nc2n1CCc1ccccc1 | 2 | -9 | -30 | 1 | -16 | 3 | 0 | · | -1
CS(=O)CCC(NS(=O)(=O)c1ccccc1)C(=O)O (centres undefined) | 16 | 12 | 2 | 1 | 6 | 2 | -6 | · | -1
Cc1ccsc1C1NC(=O)c2c(sc3c2CCN(C)C3)N1 (centres undefined) | 18 | 8 | 12 | 3 | 3 | 1 | -5 | -6 | 9
CCOc1ccc(S(=O)(=O)NCc2ccc(F)cc2)c2cccnc12 | 8 | -1 | 8 | 4 | 16 | 1 | -1 | -12 | 10
Cc1ccccc1Cn1c(=O)n(CCCC(=O)NCc2ccco2)c(=O)c2ccccc21 | 6 | 7 | -8 | 1 | 3 | 5 | 5 | 4 | -1
COCCN1C(=O)C(CC(=O)Nc2ccc(C(=O)O)cc2)SC1=Nc1ccccc1 (centres undefined) | 2 | -5 | -2 | 4 | 2 | -5 | 3 | 11 | 2
CCc1c(C)sc(NC(=O)c2ccc(Br)o2)c1C(=O)OC | -2 | -11 | -17 | -3 | 3 | 2 | 0 | -9 | -5

Next section; the last 3 above are carried over.
SMILES | AP ELISA ortho | FXIa mix inh | C1s block | CatB mixtures | FXIIa mix inh | CatB inh | CatS inh | CatL block | Cathepsin G inh
Cc1ccccc1Cn1c(=O)n(CCCC(=O)NCc2ccco2)c(=O)c2ccccc21 | 6 | 7 | -8 | 1 | 3 | 5 | 5 | 4 | -1
COCCN1C(=O)C(CC(=O)Nc2ccc(C(=O)O)cc2)SC1=Nc1ccccc1 (centres undefined) | 2 | -5 | -2 | 4 | 2 | -5 | 3 | 11 | 2
CCc1c(C)sc(NC(=O)c2ccc(Br)o2)c1C(=O)OC | -2 | -11 | -17 | -3 | 3 | 2 | 0 | -9 | -5
CCC(C)c1ccc(OCC(=O)O)cc1 (centres undefined) | -10 | 7 | -40 | 4 | 1 | 6 | 11 | -3 | -1
COc1ccc(C(C)=O)cc1COC(=O)c1ccc2c(c1)OCO2 | -16 | -1 | -28 | 0 | 2 | -2 | -1 | 16 | -16
COc1ccc(C(=O)N[C@H]2COC(C)(C)O[C@H]2c2ccccc2)cc1 | 5 | 14 | -2 | -2 | 5 | -2 | 4 | -7 | -6
COc1ccc(NC(=O)c2cnc3ccccn3c2=O)cc1OC | 1 | 5 | 4 | 3 | 14 | 0 | 11 | 5 | 8
c1ccc(-c2cc3c(nn2)CCc2nonc2-3)cc1 | 3 | 2 | -9 | 6 | -12 | 5 | 11 | 2 | -4
CC(=O)N1CCc2cc(S(=O)(=O)NCCCOC(C)C)ccc21 | 8 | 1 | 15 | 4 | -2 | 1 | 8 | 11 | 9
CN(C)CCCNCCCNC(=O)c1ccco1 | 16 | -6 | -4 | -4 | 4 | 3 | 2 | 2 | 10
CN(Cc1nc(-c2ccccn2)no1)S(=O)(=O)c1ccc(Br)cc1 | 10 | 10 | 0 | 6 | 9 | 0 | -5 | 13 | 19
CC1(C)Cc2c(c(=S)nc(-c3ccccc3)n2CCCN2CCOCC2)CO1 | 14 | -7 | 2 | 1 | -13 | 3 | -1 | -8 | 5
CCCn1c(NC(=O)c2ccccc2)nc2ccccc21 | -3 | -1 | -14 | -2 | 10 | 2 | -1 | -8 | -13
CN1/C(=C\C(=O)C(F)F)C(C)(C)c2ccccc21 | 12 | 2 | 0 | -1 | 13 | 0 | -5 | 7 | 4
Cc1noc(/C=C/N(C)C)c1S(=O)(=O)N1CCCC(C(=O)NCc2ccccc2Cl)C1 (centres undefined) | 2 | 6 | 21 | 1 | -7 | 3 | 7 | · | 10
CCCC(=O)N(c1ccc(OCC)cc1)C1C=CS(=O)(=O)C1 (centres undefined) | 6 | 0 | -44 | -2 | -1 | 3 | -2 | -5 | -5
CCc1c(C#N)c(N)nc(SCC(=O)OCc2ccccc2)c1C#N | -3 | -9 | -58 | -4 | -1 | 9 | -2 | 13 | -3
COCCNC(=O)CSc1nc2ccc(N3CCOCC3)cc2c(=O)n1CCc1ccccc1 | 13 | 4 | -5 | 2 | 6 | -7 | -7 | -13 | -1
Cc1ccc(-n2nc3c(c2NC(=O)c2ccc(OC(C)C)cc2)CS(=O)C3)cc1 (centres undefined) | 1 | 2 | 15 | 3 | 5 | 1 | -1 | · | 13
Cc1cccc(C)c1NC(=O)C1(N(Cc2ccco2)C(=O)c2ccccn2)CCCC1 | 2 | 1 | -19 | 0 | 11 | 1 | -7 | -4 | -9
COC(=O)[C@H](CCSC)NC(=O)Nc1ccc(C)cc1 | 16 | 9 | 1 | -7 | 4 | -1 | -12 | 7 | 4
Cc1nnc(SCC(=O)N2CC(=O)Nc3ccccc32)n1-c1ccccc1 | 7 | 1 | -27 | 5 | 6 | 3 | 12 | 5 | 7
Cc1cc2oc(=O)cc(CN3CCN(Cc4ccc5c(c4)OCO5)CC3)c2cc1C | 2 | 8 | 11 | 3 | 2 | 0 | 7 | 13 | 12
CC(NC(=O)c1ccc2c(c1)OCO2)C(c1cccs1)N1CCOCC1 (centres undefined) | 14 | 8 | 17 | 3 | 1 | 1 | -14 | -3 | -39
COc1cc2c(C#N)c(N3CCN(c4ccccc4OC)CC3)nc(N)c2c(N)n1 | 17 | -5 | -14 | 5 | -3 | 0 | 0 | -225 | -9
CCN(CC(=O)NCc1ccc(F)cc1)Cc1nc2ccccc2c(=O)[nH]1 | 5 | 7 | -2 | 0 | 2 | -5 | 25 | 11 | 7
COc1cccc(NC(=O)CN2C(=O)C3(OCCCO3)c3ccccc32)c1 | 16 | 8 | 8 | 5 | 13 | 0 | -6 | -6 | 8
COC(=O)[C@H](CC(C)C)NC(=O)NC1CCCc2ccccc21 (some centres undefined) | 10 | 7 | -8 | 5 | -2 | -5 | 22 | 2 | 0
CC1(C)N([O-])C(c2cccs2)=C[N+]1=O | -5 | 7 | -3 | -2 | 10 | -3 | 7 | 10 | -2
O=C(Cc1c(O)c2ccccc2[nH]c1=O)OC1CCCCC1 | 11 | 5 | -1 | 2 | -8 | 8 | -6 | 5 | 5
Cn1c(=O)c2c(nc(NCc3ccco3)n2CC(O)COc2ccccc2)n(C)c1=O (centres undefined) | 27 | 9 | 13 | 0 | 5 | -1 | -6 | -11 | 8
Cc1ccc(S(=O)(=O)NCCC(=O)NCc2ccc3c(c2)OCO3)cc1C | 17 | 4 | 2 | 7 | 5 | 0 | -1 | · | 1
CCc1sc(C(=O)Nc2ccsc2C(=O)OC)cc1Br | -8 | 2 | 9 | -2 | -20 | 4 | 1 | 21 | 6
CCCCN1C(=O)CN(CCc2ccccc2)C(=O)C1c1ccc(OC)cc1 (centres undefined) | 0 | 1 | -38 | 1 | -5 | 5 | 9 | 13 | -5
CN(C)CC(O)COc1ccc(C(C)(C)c2ccc(OCC(O)CN(C)C)cc2)cc1 (centres undefined) | 0 | 2 | -2 | -3 | 11 | -1 | 4 | 1 | 6
O=C(Nc1ccccc1F)N(CCCN1CCOCC1)Cc1cc2cc3c(cc2[nH]c1=O)OCCO3 | -2 | 11 | 3 | -2 | -7 | 2 | -4 | 1 | 7
O=C(CCCCCNc1nc(=S)[nH]c2ccccc12)N1CCN(c2ccccn2)CC1 | 15 | 7 | 4 | 7 | 3 | -2 | -2 | 1 | 4
C=CCn1c(=O)c2ccccc2n2c(SCC(=O)Nc3cc(C)on3)nnc12 | 2 | -2 | 8 | 1 | 3 | 4 | 1 | 12 | 6
CCCCC(CC)CNS(=O)(=O)c1ccc2c(c1)CCN2C(=O)CCC(=O)O (centres undefined) | 0 | 3 | -3 | -6 | 4 | -5 | 6 | 9 | -4
COc1cc(NC(=O)Cc2ccc(Cl)cc2)ccc1NC(=O)c1ccco1 | 1 | -3 | -61 | 0 | 17 | 8 | 5 | 18 | 3
CCOC(=O)Cc1csc(NC(=O)c2cccnc2)n1 | 17 | 6 | 0 | 7 | 12 | 2 | -1 | -5 | 1
CCOc1ccccc1NC(=O)c1ccccc1-c1nc(-c2ccccc2OC)no1 | 2 | 3 | -10 | -2 | -17 | 1 | -1 | 5 | -3
CCNc1cc2n(c(=O)n1)CCc1cc(OC)c(OC)cc1-2 | 0 | -5 | -43 | 0 | 4 | 0 | -6 | -37 | -18
CCC(=O)Nc1c2c(nn1-c1cccc(Cl)c1)CSC2 | 12 | 9 | -2 | 3 | 5 | -1 | 14 | -1 | 0
COc1ccccc1C(=O)N1CCC(C(=O)c2ccc(F)cc2)CC1 | 5 | -10 | -87 | -4 | -4 | -5 | -10 | 3 | -12
CCOC(=O)Cn1c(=O)oc2cc(S(=O)(=O)N3CCC(N4CCCCC4)CC3)ccc21 | 18 | 5 | 10 | 0 | -18 | 0 | -9 | -11 | 8
CC1CSc2nnc(CCc3ccccc3)n21 (centres undefined) | 25 | 1 | 5 | 5 | 2 | -2 | 1 | · | 9
C=CCn1c(=O)c(C#N)cc2c(=O)n3ccccc3nc21 | 9 | -12 | -197 | -10 | -13 | -11 | -10 | -176 | -9
COc1cccc(NC(=O)N2CCN(C(=O)C(Cc3ccc(OC)c(OC)c3)NC(C)=O)CC2)c1 (centres undefined) | -1 | 0 | 12 | 4 | 5 | 2 | 10 | 14 | 12
Cc1[nH]c(=O)[nH]c(=O)c1S(=O)(=O)N1CCCC(C(=O)N2CCC(Cc3ccccc3)CC2)C1 (centres undefined) | 2 | 8 | -12 | -2 | 3 | 1 | -6 | · | -4
COc1ccc(S(=O)(=O)N2CCN(c3ccc(C)cc3C)CC2)cc1OC | 13 | 2 | -2 | 6 | 14 | 3 | -2 | 9 | 4
CCOC(=O)N1CCN(S(=O)(=O)c2ccc(Br)s2)CC1 | 12 | 6 | 4 | 5 | 3 | -3 | -28 | -3 | 3
CC(C)C(=O)N1CCC(CN=Cc2c(O)n(C3CCCCC3)c(=O)n(C3CCCCC3)c2=O)CC1 | 29 | 8 | -5 | 3 | 0 | -6 | -1 | -4 | -2
CCc1cccc2c3c([nH]c12)C(CC)(CC(=O)O)OCC3 (centres undefined) | 5 | -13 | -82 | -4 | 2 | · | -15 | 6 | -6
CCS(=O)(=O)C(=C1NCCO1)S(=O)(=O)CC | 0 | 6 | -1 | -5 | -18 | -2 | -2 | -6 | 2
CC1CCCCN1C(=O)CSc1nc2ccsc2c(=O)n1Cc1ccccn1 (centres undefined) | 21 | 9 | 16 | 6 | 5 | 1 | 6 | -4 | 13

Screening results (PubChem BioAssay)

Not all compounds are listed; rates above refer to the full screens.
